Source: PubChem
PPC-1+TRAIL kill: compounds killing PPC-1 cancer cells with TRAIL present, primary screen, TRAIL potentiator project, ATPLite luminescence, uHTS; PPC-1 cells + TRAIL, ATPLite viability luminescence; cell killing (% activity), % at 4 µM; 220,000 tested, 0.41% active; AID 1443, 2008;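 active means cell killing above 50% in the first pass at 4 µM, then a duplicate retest at 5 µM averaging 50% or more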;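 further: plate controls were cells with TRAIL plus DMSO for no effect and medium-only wells lacking cells for full effect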
FXIa inh: human FXIa protease inhibitors, primary screen, biochemical, 1536-well; purified FXIa, Boc-Glu-Ala-Arg-AMC fluorogenic substrate; inhibition, % at 5 µM; 220,000 tested, 0.14% active; AID 798, 2007;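 active means inhibition of at least 40%; inactive means inhibition below 40%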;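 further: fluorescence of freed AMC excited at 355 nm; 0% = enzyme without compound and 100% = no enzyme blank; many of its hits are not listed in these tables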
PGE2 EP2 inh: human EP2 receptor antagonists, primary screen, TR-FRET cAMP, C6 glioma cells | 260,000 tested, 0.52% active | C6 glioma cells expressing human EP2; cells stimulated with saturating PGE2 | Prostaglandin E2 receptor EP2 subtype (Homo sapiens), P43116 | AID 1422, 2008 | inhibition, % at 25 µM;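 active means percent inhibition above 40 after rounding to a whole number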;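 further: rat C6 glioma host cells with rolipram phosphodiesterase inhibitor present; the protocol text gives 20 µM as final concentration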
Target sequence (P43116 whole entry, looked up): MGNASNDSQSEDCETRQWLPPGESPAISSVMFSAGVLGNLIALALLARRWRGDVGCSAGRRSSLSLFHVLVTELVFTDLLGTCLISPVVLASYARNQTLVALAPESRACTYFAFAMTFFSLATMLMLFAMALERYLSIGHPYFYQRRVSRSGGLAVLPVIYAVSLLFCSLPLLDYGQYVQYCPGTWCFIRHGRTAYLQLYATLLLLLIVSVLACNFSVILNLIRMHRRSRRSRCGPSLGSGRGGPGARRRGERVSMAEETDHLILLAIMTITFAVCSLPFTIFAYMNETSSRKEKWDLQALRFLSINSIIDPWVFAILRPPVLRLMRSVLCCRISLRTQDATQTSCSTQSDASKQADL
CHOP inhibitor: inhibitors of CHOP promoter induction, primary screen, cell-based, unfolded protein response, luciferase reporter; CHO-K1 CHOP-promoter luciferase, tunicamycin-induced, 15-18 h; inhibition, % at 10 µM; 220,000 tested, 3.8% active;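 active means compounds that reduced the stress-induced luciferase reporter signal by more than about 70% of percent inhibition, limit read from the data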;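 further: 0% = tunicamycin plus vehicle and 100% = wells without tunicamycin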
Wee1 degr inh: Wee1 degradation inhibitors, primary screen, cell-based, HeLa, Wee1K328M-luciferase, luminescence; Wee1-like protein kinase (Homo sapiens), P30291; HeLa Luc-Wee1K328M stability; 100% = proteasome inhibitor MG132 effect; reporter increase, % at 5 µM; 220,000 tested, 1.2% active;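 active means activation above the mean of all tested compounds plus 3 SD, set per screening run, cut at about 8.8% in these data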;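 further: cells exposed to compound for 20 h before luminescence read; 0% = DMSO alone and 100% = MG132 at 30 µM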
Tb hexokinase: Trypanosoma brucei hexokinase 1 inhibitors, primary screen, biochemical, G6PDH-coupled NADH absorbance, MLSCN library; hexokinase 1 [Trypanosoma brucei]; recombinant TbHK1, G6PDH-coupled NADH A340; inhibition, % at 10 µM; 220,000 tested, 0.11% active;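 active means inhibition of 50% or more in the single-dose primary screen; inactive means inhibition below 50%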
L929 necroptosis: inhibitors of zVAD-triggered necroptosis, primary screen, L929 cells; L929 zVAD necroptosis rescue, ATP luminescence, 24 h; with zVAD 60 µM; viability rescue, % at 10 µM; 220,000 tested, 0.38% active;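 active means activation, scaled between plate controls, above about 75%, limit read from the data; inactive means activation under that limit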;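 further: 0% = zVAD with DMSO and 100% = DMSO alone without zVAD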
FXIIa inh: human FXIIa protease inhibitors, primary screen, biochemical, 1536-well. Coagulation factor XII (Homo sapiens), P00748. inhibition, % at 5 µM. 220,000 tested, 0.3% active. purified FXIIa, Boc-QGR-AMC fluorogenic substrate, 2 h. AID 800, 2007; in the data active means inhibition above about 40%;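 further: 0% = enzyme with no compound and 100% = blank without enzyme; many of its hits are not listed in these tables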
Target sequence (P00748 20-372 limits assumed): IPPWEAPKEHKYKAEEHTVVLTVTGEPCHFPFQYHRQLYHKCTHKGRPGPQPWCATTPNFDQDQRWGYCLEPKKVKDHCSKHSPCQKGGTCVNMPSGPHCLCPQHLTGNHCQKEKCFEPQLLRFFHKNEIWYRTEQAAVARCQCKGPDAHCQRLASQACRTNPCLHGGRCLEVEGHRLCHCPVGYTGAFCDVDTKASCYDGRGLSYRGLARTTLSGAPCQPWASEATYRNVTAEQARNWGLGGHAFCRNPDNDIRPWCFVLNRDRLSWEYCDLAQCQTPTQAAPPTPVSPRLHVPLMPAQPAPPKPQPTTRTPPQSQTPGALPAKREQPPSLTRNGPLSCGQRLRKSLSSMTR
Target sequence (P00748 373-615 limits assumed): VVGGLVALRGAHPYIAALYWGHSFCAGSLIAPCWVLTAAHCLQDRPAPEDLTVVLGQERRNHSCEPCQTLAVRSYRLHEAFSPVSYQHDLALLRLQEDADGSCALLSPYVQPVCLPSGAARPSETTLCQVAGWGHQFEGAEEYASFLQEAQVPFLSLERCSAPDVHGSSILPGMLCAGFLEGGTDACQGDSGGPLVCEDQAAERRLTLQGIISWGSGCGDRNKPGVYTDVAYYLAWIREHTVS
TNF necrop inh: inhibitors of TNF-alpha triggered necroptosis, primary screen, cell-based, Jurkat FADD-/-, single concentration; Jurkat FADD-/- TNF necroptosis rescue, ATP luminescence, 24 h; 0 = TNF only, 100 = no-TNF cells; activation (protection from cell death), % at 10 µM; 220,000 tested, 0.068% active;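 active means activation, meaning protection from cell death, of at least 50% relative to plate controls; inactive means activation below 50%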;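 further: necroptosis triggered by 40 ng/mL TNF-alpha added together with compound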
* = called active by the depositor.

For c1ccc2sc(NC3=NCN(Cc4ccc5c(c4)OCO5)CN3)nc2c1 the results were PPC-1+TRAIL kill 13.7, FXIa inh 3.6, PGE2 EP2 inh 6.2, CHOP inhibitor 30.4, Wee1 degr inh -0.1, Tb hexokinase 2.1, L929 necroptosis -1.0, FXIIa inh 9.5 and TNF necrop inh -0.1.
For COc1ccc(CSc2nnc(SCc3ccc([N+](=O)[O-])cc3)s2)cc1 the results were PPC-1+TRAIL kill -37.4, FXIa inh -5.6, PGE2 EP2 inh 4.5, CHOP inhibitor -17.7, Wee1 degr inh -0.2, Tb hexokinase -4.9, L929 necroptosis -0.3, FXIIa inh 37.4 and TNF necrop inh -2.3.
`COC(=O)c1ccccc1-n1cccc1C(=O)NP(=O)(N1CCOCC1)N1CCOCC1` gave PPC-1+TRAIL kill 7.8, FXIa inh -4.3, PGE2 EP2 inh 2.7, CHOP inhibitor 31.5, Wee1 degr inh 0.4, Tb hexokinase -0.4, L929 necroptosis -0.3, FXIIa inh 4.9 and TNF necrop inh 0.5.
For CC(=O)NC(=S)c1c(N)n(Cc2ccccc2)c(=O)n(C)c1=O the results were PPC-1+TRAIL kill 12.1, FXIa inh -8.4, PGE2 EP2 inh 11.1, CHOP inhibitor 17.0, Wee1 degr inh -2.3, Tb hexokinase -3.6, L929 necroptosis -0.6, FXIIa inh -1.9 and TNF necrop inh -0.4.
`CCCC(C(=O)NCC1CCCO1)N(Cc1ccco1)C(=O)CNS(=O)(=O)c1ccccc1` (stereo not given) gave PPC-1+TRAIL kill -7.8, FXIa inh -5.0, PGE2 EP2 inh 8.8, CHOP inhibitor 14.1, Wee1 degr inh 0.2, Tb hexokinase 24.3, L929 necroptosis 0.2, FXIIa inh 5.4 and TNF necrop inh -0.2.
For CC(=O)NCc1ccc(S(=O)(=O)NC(C(=O)O)C(C)C)cc1 (stereo not given) the results were PPC-1+TRAIL kill 7.1, FXIa inh 3.1, PGE2 EP2 inh -0.2, CHOP inhibitor -5.9, Wee1 degr inh 3.2, Tb hexokinase -4.1, L929 necroptosis 1.9, FXIIa inh 12.0 and TNF necrop inh -0.2.
Cc1c(NC(=O)CC(O)(C(F)(F)F)C(F)(F)F)c(=O)n(-c2ccccc2)n1C was read as PPC-1+TRAIL kill 7.0, FXIa inh 5.9, PGE2 EP2 inh -1.5, CHOP inhibitor 10.2, Wee1 degr inh 1.4, Tb hexokinase 2.5, L929 necroptosis -0.3, FXIIa inh 13.6 and TNF necrop inh -2.6.
Cn1nc(-c2ccc(C(=O)O)cc2)c2ccccc2c1=O was read as PPC-1+TRAIL kill 15.9, FXIa inh -0.4, PGE2 EP2 inh 2.5, CHOP inhibitor 11.1, Wee1 degr inh -1.5, Tb hexokinase -4.6, L929 necroptosis -0.2, FXIIa inh 13.0 and TNF necrop inh -0.4.
For O=C(COC(=O)COc1ccc(Cl)cc1)Nc1ccc(F)c([N+](=O)[O-])c1 the results were PPC-1+TRAIL kill 24.3, FXIa inh -0.7, PGE2 EP2 inh 5.8, CHOP inhibitor 3.0, Wee1 degr inh -4.0, Tb hexokinase -8.4, FXIIa inh 5.4 and TNF necrop inh -1.3.
Screening CNC(=O)c1cc(Cl)c(OC)c(OC)c1 returned PPC-1+TRAIL kill 2.1, FXIa inh 5.3, PGE2 EP2 inh 7.2, CHOP inhibitor -7.8, Wee1 degr inh -1.4, Tb hexokinase 3.9, L929 necroptosis 0.9, FXIIa inh 12.1 and TNF necrop inh 0.4.
Screening COc1ccc(OC)c(S(=O)(=O)N(C(C)=O)c2ccc3oc(=O)sc3c2)c1 returned PPC-1+TRAIL kill -10.9, FXIa inh 6.3, PGE2 EP2 inh 3.1, CHOP inhibitor 25.6, Wee1 degr inh -2.7, Tb hexokinase 1.0, L929 necroptosis 1.6, FXIIa inh 1.8 and TNF necrop inh 1.3.
Screening CCSC1=NCCN1C(=O)Cc1ccc(-c2ccccc2)cc1 returned PPC-1+TRAIL kill 7.6, FXIa inh -4.1, PGE2 EP2 inh 3.8, CHOP inhibitor 23.7, Wee1 degr inh -2.1, Tb hexokinase 3.6, L929 necroptosis 0.6, FXIIa inh 2.3 and TNF necrop inh 2.6.
For O=C1CCCc2nc3c(cc21)C(O)Oc1ccccc1-3 (stereo not given) the results were PPC-1+TRAIL kill 19.3, FXIa inh -1.6, PGE2 EP2 inh 9.0, CHOP inhibitor 8.7, Wee1 degr inh 6.1, Tb hexokinase -24.5, L929 necroptosis 0.6, FXIIa inh 1.4 and TNF necrop inh -0.2.
`O=C1NCCCCC1NC1CC(=O)N(c2ccccc2)C1=O` (stereo not given) gave PPC-1+TRAIL kill -6.4, FXIa inh 3.2, PGE2 EP2 inh 11.6, CHOP inhibitor 29.3, Wee1 degr inh 2.7, Tb hexokinase 4.7, L929 necroptosis 0.5, FXIIa inh 10.1 and TNF necrop inh 1.1.
For O=C(NN1CCN(Cc2ccccc2Cl)CC1)c1ccc(Br)cc1 the results were PPC-1+TRAIL kill 17.2, FXIa inh -1.4, PGE2 EP2 inh 9.4, CHOP inhibitor 14.9, Wee1 degr inh -1.0, Tb hexokinase -1.0, L929 necroptosis 1.5, FXIIa inh 9.5 and TNF necrop inh -3.7.
`Cc1ncsc1CCSc1nc2ccccc2c(=O)n1C` gave PPC-1+TRAIL kill -1.9, FXIa inh 5.0, PGE2 EP2 inh -7.8, CHOP inhibitor 40.6, Wee1 degr inh 2.3, Tb hexokinase 29.6, L929 necroptosis -0.5, FXIIa inh 18.5 and TNF necrop inh -5.0.
Screening C=CCn1c(-c2cccn(Cc3cccc(Cl)c3)c2=O)n[nH]c1=S returned PPC-1+TRAIL kill -1.7, FXIa inh 2.4, PGE2 EP2 inh 7.6, CHOP inhibitor 26.4, Wee1 degr inh -0.6, Tb hexokinase -6.2, L929 necroptosis 0.0, FXIIa inh 14.9 and TNF necrop inh -3.6.
Screening CC(C)(C)NC(=S)Nc1ccc(Nc2ccccc2)cc1 returned PPC-1+TRAIL kill 2.1, FXIa inh -4.8, PGE2 EP2 inh 5.7, CHOP inhibitor 72.8*, Wee1 degr inh 0.0, Tb hexokinase 1.0, L929 necroptosis 0.0, FXIIa inh -1.5 and TNF necrop inh -6.1.
Cc1ccc(NS(=O)(=O)c2ccc3c(c2)oc(=O)n3C)cc1F was read as PPC-1+TRAIL kill -9.7, FXIa inh 1.5, PGE2 EP2 inh 10.2, CHOP inhibitor 39.3, Wee1 degr inh -1.1, Tb hexokinase -2.3, L929 necroptosis 0.1, FXIIa inh 2.8 and TNF necrop inh 3.3.
For CNCC(=O)N1CCN(c2ncc(C(F)(F)F)cc2Cl)CC1 the results were PPC-1+TRAIL kill 34.3, FXIa inh -16.1, PGE2 EP2 inh 7.1, CHOP inhibitor 5.5, Wee1 degr inh -1.6, Tb hexokinase 4.2, L929 necroptosis 0.7, FXIIa inh 5.9 and TNF necrop inh 1.3.
Screening CNC(=O)c1ccc(Oc2ccc(C(=O)NC)cc2)cc1 returned PPC-1+TRAIL kill -2.2, FXIa inh -0.2, PGE2 EP2 inh 10.1, CHOP inhibitor -0.9, Wee1 degr inh -3.7, Tb hexokinase -0.4, L929 necroptosis 0.4, FXIIa inh 8.8 and TNF necrop inh 1.1.
CCCc1cc(=O)[nH]c(SCC(=O)c2cc(C)n(-c3c(C)n(C)n(-c4ccccc4)c3=O)c2C)n1 was read as PPC-1+TRAIL kill 8.3, FXIa inh -4.3, PGE2 EP2 inh 2.4, CHOP inhibitor 0.0, Wee1 degr inh 0.1, Tb hexokinase -1.6, L929 necroptosis 1.1, FXIIa inh 12.0 and TNF necrop inh -0.3.
For Cc1cc(S(=O)(=O)Nc2ccccc2C(=O)O)ccc1Cl the results were PPC-1+TRAIL kill 22.3, FXIa inh -2.9, PGE2 EP2 inh 3.9, CHOP inhibitor -10.4, Wee1 degr inh 1.6, Tb hexokinase -0.8, L929 necroptosis 0.1, FXIIa inh 1.6 and TNF necrop inh -1.4.
CCOC(=O)c1ccc(NC(=O)CCS(=O)(=O)c2ccc(Br)s2)cc1 was read as PPC-1+TRAIL kill 5.1, FXIa inh 5.8, PGE2 EP2 inh 4.4, CHOP inhibitor 64.8, Wee1 degr inh 5.5, Tb hexokinase -2.3, L929 necroptosis 1.5, FXIIa inh 18.9 and TNF necrop inh 1.6.
CCSc1nnc(NC(=O)c2cccc(S(=O)(=O)N(C)c3ccccc3)c2)s1 was read as PPC-1+TRAIL kill 12.1, FXIa inh -1.5, PGE2 EP2 inh 6.2, CHOP inhibitor 24.3, Wee1 degr inh -1.5, Tb hexokinase -8.5, L929 necroptosis 0.6, FXIIa inh 0.8 and TNF necrop inh 1.1.
CCN(CC(O)COCc1ccc(Cl)cc1)C1CCCCC1 (stereo not given) was read as PPC-1+TRAIL kill -21.2, FXIa inh -1.1, PGE2 EP2 inh 1.4, CHOP inhibitor 3.7, Wee1 degr inh -2.2, Tb hexokinase -1.4, L929 necroptosis -1.1, FXIIa inh 10.8 and TNF necrop inh 2.5.
NC(=O)C[C@@H]1NC(=O)[C@H](CCC(=O)O)NC(=O)c2cc([N+](=O)[O-])cc(I)c2OCC[C@@H](C(N)=O)NC1=O was read as PPC-1+TRAIL kill 6.3, FXIa inh 2.8, CHOP inhibitor 10.6, Wee1 degr inh 0.0, Tb hexokinase -8.7, L929 necroptosis 0.8, FXIIa inh 8.2 and TNF necrop inh 0.1.
Screening Cc1ccc(C(=O)CC2(O)C(=O)N(Cc3ccccc3)c3ccccc32)o1 (stereo not given) returned PPC-1+TRAIL kill 14.8, FXIa inh -5.1, PGE2 EP2 inh -0.1, CHOP inhibitor 22.7, Wee1 degr inh -2.7, Tb hexokinase 5.0, L929 necroptosis -0.5, FXIIa inh -5.2 and TNF necrop inh -1.6.
Screening CC(C)CCOC(=O)/C(=C/c1ccco1)NC(=O)/C=C/c1ccccc1 returned PPC-1+TRAIL kill 8.7, FXIa inh 3.8, PGE2 EP2 inh 3.6, CHOP inhibitor 40.9, Wee1 degr inh -1.1, Tb hexokinase -6.1, L929 necroptosis 0.2, FXIIa inh 6.9 and TNF necrop inh 0.3.
Screening CCC(CC)C(=O)Nc1cc(OC)c(OC)cc1C(=O)O returned PPC-1+TRAIL kill 14.8, FXIa inh -6.9, PGE2 EP2 inh 7.5, CHOP inhibitor 32.6, Wee1 degr inh 1.9, Tb hexokinase -0.9, L929 necroptosis 0.5, FXIIa inh -13.3 and TNF necrop inh -1.3.
O=C(Nc1ccccc1)Nc1c(F)cccc1F was read as PPC-1+TRAIL kill 15.5, FXIa inh -3.8, PGE2 EP2 inh 8.2, CHOP inhibitor -9.8, Wee1 degr inh -4.0, Tb hexokinase 2.4, L929 necroptosis 2.4, FXIIa inh 1.3 and TNF necrop inh 2.3.

Retrieved one by one from the entries so far, 2 records:
Screening CCC(CC)C(=O)Nc1cc(OC)c(OC)cc1C(=O)O returned PPC-1+TRAIL kill 14.8, FXIa inh -6.9, PGE2 EP2 inh 7.5, CHOP inhibitor 32.6, Wee1 degr inh 1.9, Tb hexokinase -0.9, L929 necroptosis 0.5, FXIIa inh -13.3 and TNF necrop inh -1.3.
Screening CC(C)CCOC(=O)/C(=C/c1ccco1)NC(=O)/C=C/c1ccccc1 returned PPC-1+TRAIL kill 8.7, FXIa inh 3.8, PGE2 EP2 inh 3.6, CHOP inhibitor 40.9, Wee1 degr inh -1.1, Tb hexokinase -6.1, L929 necroptosis 0.2, FXIIa inh 6.9 and TNF necrop inh 0.3.

An excerpt; the hit share may differ from the screen's.
